PMI inhibition = human PMI inhibitors, high substrate, primary screen, biochemical, fluorescence intensity, high mannose 6-phosphate (AID 1220); recombinant PMI enzyme, coupled fluorescence intensity; higher % means a stronger effect; inhibition, % at 20 µM, or IC50 in µM where a hit was titrated; 190,000 compounds, 0.66% hits
M1AAP inhibition = malaria alanyl aminopeptidase activity blockers – biochemical, fluorogenic H-Leu-NHMec substrate, 1536-well (AID 1445); recombinant M1AAP, H-Leu-NHMec fluorogenic kinetic assay; higher % means a stronger effect; inhibition, % at 30 µM, or IC50 in µM where a hit was titrated; 220,000 compounds, 0.42% hits;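 active means primary inhibition above the hit cutoff, then over 50% inhibition at one or more dose response concentrations, cut at about 23% in these data, passing the limit was not always enough; inconclusive means conflicting primary data, or primary hits not chosen for dose response; inactive means low primary inhibition, or under 50% at every dose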;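 further: plate controls were DMSO full reaction for no effect and no enzyme background for full effect; strong numbers were not always called active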
LYP inhibition = inhibitors of LYP phosphatase, biochemical, fluorescence intensity, uHTS (AID 1779). recombinant LYP phosphatase, fluorescence intensity; higher % means a stronger effect. one-dose inhibition, % at 11.5 µM; IC50 in µM for titrated hits. 290,000 compounds, 0.054% hits;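 further: plate controls were vehicle with enzyme for no effect and no enzyme for full effect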
XIAP antagonists = small molecules displacing peptide from XIAP – biochemical, IAP family, fluorescence polarization (AID 1018); XIAP BIR domain, fluorescence polarization peptide displacement; higher % means a stronger effect; 200,000 compounds, 0.007% hits; one-dose displacement, % at 20 µM; IC50 in µM for titrated hits; in the data active means displacement above about 50%; further: a part of the inactive calls stands beside numbers as strong as those of hits
TNAP activators = human TNAP enzyme activators, primary screen, biochemical, luminescent, no phosphate acceptor, uHTS (AID 1001); purified TNAP, luminescent activation assay, no phosphate acceptor; higher activation fold means a stronger effect; activation fold at 20 µM, or EC50 in µM where a hit was titrated; 200,000 compounds, 0.03% hits; in the data active means activation fold from about 3, or a potency from the dose series; inactive means the rest, 99 in 100 with activation fold below about 1.6; further: many of its hits are not listed in these tables
M17LAP inhibition = P. falciparum M17LAP inhibitors, primary screen, biochemical, fluorogenic H-Leu-NHMec substrate, 1536-well (AID 1619); recombinant M17LAP, H-Leu-NHMec fluorogenic kinetic assay; higher % means a stronger effect; inhibition, % at 30 µM; hits with a dose series show IC50 in µM; 220,000 compounds, 0.38% hits;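 active means compound inhibiting the enzyme by more than half at any dose during confirmatory dose-response retesting; inconclusive means strong single-dose inhibitors picked by rank but not retested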;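 further: plate controls were full reaction with DMSO carrier for no effect and no enzyme background for full effect; strong numbers were not always called active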
human PMI inhibition = inhibitors of human PMI, primary screen, biochemical, fluorescence intensity, coupled assay (AID 1209) | inhibition, % at 20 µM, or IC50 in µM where a hit was titrated | purified PMI enzyme, coupled fluorescence intensity; higher % means a stronger effect | 190,000 compounds, 0.42% hits;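 further: plate controls were DMSO vehicle for no effect and wells lacking substrate for full effect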
ER stress rescue = rescue of cells from ER stress-induced death, primary screen, 384-well, CSM14.1, thapsigargin, ATP luminescence (AID 1222); CSM14.1 thapsigargin-induced death rescue, ATP luminescence; higher % means a stronger effect; one-dose cellular ATP content (survival), % at 20 µM; EC50 in µM for titrated hits; 190,000 tested, under 10 active;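 active means EC50 below 50 µM in the dose-response confirmation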;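 further: death triggered by thapsigargin at about 15 µM added after 2 h compound pretreatment; cell ATP read after overnight thapsigargin exposure of roughly 18 to 22 hours; normalized against plate controls of thapsigargin alone and 5% DMSO vehicle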
Myeloid diff 2 = myeloid differentiation induction; ER-HoxA9 myeloid progenitors, lysozyme-GFP differentiation, flow cytometry; calls only at 10 µM; 360,000 compounds, 1% hits; AID 624256;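 active means normalized GFP-positive differentiation at or above the plate's own cutoff, the solvent-only control mean plus 3 SD; inconclusive means no clear call, values can overlap the other calls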;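 further: cells exposed to compound for four days before flow analysis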
Myeloid diff 2 GFP+ MAC1+ % = also measured in Myeloid diff 2; calls as there; GFP+ MAC1+ double positive, %; measured here: differentiation confirmed by MAC1 staining
Starred values were filed as active, the others as inactive; i = inactive; ? = inconclusive; . = no result given; + = active, no number. Unless noted, no stated cut-off is given here; in the data, active means inhibition above about 50%; inactive means the rest. Compounds were not picked by outcome, and some 2.7% of all compounds hit somewhere here.

SMILES	Myeloid diff 2	Myeloid diff 2 GFP+ MAC1+ %	PMI inhibition	M17LAP inhibition	TNAP activators	M1AAP inhibition	XIAP antagonists	ER stress rescue	human PMI inhibition	LYP inhibition
CCCC(=O)NC(c1ccco1)c1cc(Cl)c2cccnc2c1O (stereo not drawn)	i	0.7	21%	-5%	1	-4%	-2.6%	-2.3%	24%	-2%
CC(C)CCN1CCN(Cc2cccn2-c2ccc(Cl)cn2)CC1CCO (stereo not drawn)	i	0.4	-4%	2%	1.1	-1%	-4.2%	-1.6%	2%	-2%
COc1ccccc1/C=N\N=C(\N)c1ccccn1	i	0.0	9%	29%	1.1	3%	0.3%	-0.2%	8%	-4%
Cc1cccc(NC(=O)CSc2nnc(Cn3cnc4ccccc43)o2)c1	i	2.4	7%	24%	1.2	8%	-6.7%	-5.1%	7%	-3%
COc1ccc2c(c1)CC/C(=C\c1ccc(OC)c(Cn3nc(C)cc3C)c1)C2=O	i	0.8	11%	-3%	1.1	10%	2.9%	0.3%	16%	4%
O=C(CSc1ccc(-c2ccco2)nn1)c1ccc(F)cc1	i	0.3	17%	4%	0.9	8%	-7.7%	-0.7%	21%	14%
CCN1CCN(c2cc(C)c3cc(NC(=S)NCc4cccs4)ccc3n2)CC1	i	0.7	20%	-1%	1.1	4%	-5.8%	1.0%	10%	-4%
O=C(NNC1=Nc2ccccc2SC1)c1ccc(F)cc1	i	0.8	.	5%	.	-9%	.	.	.	-6%
Nc1ncncc1-c1ccc2ccccc2c1	i	0.3	.	10%	.	-1%	.	.	.	-7%
CCCN(Cc1cc2ccc(C)cc2[nH]c1=O)C(=O)c1cccnc1	i	0.8	2%	1%	1.1	9%	-0.6%	-1.5%	9%	4%
Nc1c(C(=O)C2CC2)sc2nc(-c3cccs3)cc(C(F)(F)F)c12	+	46*	-32%	-49%	1.1	5%	-22%	1.9%	-6%	-4%
COc1ccc(C(=O)/C(=C\c2sccc2C)c2nc3ccccc3o2)cc1	.	.	-3%	5%	1.1	2%	-7.8%	2.6%	-3%	3%
O=C(Cn1cnc2c(cnn2-c2ccccc2)c1=O)c1ccc(Cl)cc1	i	1.9	2%	-3%	1	6%	-2.4%	.	2%	3%
Cn1c(-c2ccccc2)cnc1SCC(=O)NCc1ccco1	i	1.7	12%	1%	1.1	11%	-7.3%	-1.0%	14%	-1%
COc1ccc(NC(=O)C2CCN(S(=O)(=O)c3cccc4cccnc34)CC2)cc1	i	3.1	6%	-4%	1.2	4%	-3.7%	.	5%	-2%
CCCOC(=O)C1=C(C)OC23OC(N)=C(C#N)C12C(=O)c1ccccc13 (stereo not drawn)	i	0.5	18%	3%	1	3%	-6.4%	2.4%	5%	-5%
CC(C)(C)c1ccc(C(=O)Nc2sc3c(c2C(=O)O)CCC3)cc1	.	.	15%	52%	1.1	13%	-8.8%	-1.1%	15%	5%
CC1(C(=O)O)Oc2cccnc2NC1=O (stereo not drawn)	i	0.3	-5%	-1%	1.1	-2%	-7.0%	.	-10%	0%
Oc1ccc(CN2CCCCC2)nc1-c1ccccc1	i	0.3	-2%	-17%	1.1	4%	-4.9%	-0.8%	-16%	-4%
Cc1ccc2cc(C=O)c(Cl)nc2c1	i	0.7	40%	9%	1.1	-1%	-12%	-2.5%	37%	2%
COc1ccc(Cl)cc1NC(=O)CN(C(=O)c1ccco1)C1CCCCC1	i	1.6	12%	-13%	1.1	-2%	-6.3%	6.6%	8%	-3%
CC(C)(C)NC(=O)CON=C1c2ccccc2-c2ccccc21	i	0.1	-10%	0%	1	13%	2.6%	-3.0%	-4%	-4%
COc1ccc(C(=O)CN2CCN(S(=O)(=O)c3cccc([N+](=O)[O-])c3)CC2)cc1	i	0.1	-20%	15%	1	-4%	-6.5%	0.8%	-13%	-10%
O=C(CSc1nnc2c(Cl)cc(Cl)cn12)N1CCOCC1	i	6.7	-9%	4%	1.1	9%	-1.8%	1.6%	-8%	-2%
Cc1cc(C)nc(NS(=O)(=O)c2ccc(NC(=O)NC3CCCCC3)cc2)n1	i	9.9	6%	4%	1.1	6%	-9.6%	-2.0%	6%	-8%
COc1ccc(C2NC(=S)NC(C)=C2C(=O)Nc2ccccn2)cc1 (stereo not drawn)	i	0.1	9%	-6%	1.1	7%	-1.9%	-0.7%	13%	-5%
CCCCSc1nc2ccccc2[nH]1	i	0.1	11%	.	1.2	.	-2.8%	3.6%	6%	-3%
N#Cc1cc(NCC2CCCO2)c([N+](=O)[O-])cc1C#N (stereo not drawn)	i	0.2	3%	-15%	1	7%	-4.9%	-1.8%	-6%	-5%
COc1ccccc1C(=O)NNC(=S)Nc1ccccc1	i	0.3	1%	-2%	2.4	-18%	-9.3%	0.6%	-4%	-11%
COc1ccc([N+](=O)[O-])cc1NC(=O)C(C)N(C)Cc1ccc(Br)cc1 (stereo not drawn)	i	1.3	-6%	3%	1.1	1%	1.0%	0.3%	9%	3%
O=C(Nc1ccc2oc(=O)ccc2c1)c1ccc(-c2ccc(Cl)cc2)o1	i	0.8	5%	15%	1.1	3%	-11%	2.0%	4%	-2%
CCOC(=O)C1=C(O)/C(=C/c2ccc(OCC(=O)O)c(OCC)c2)SC1=Nc1ccc(OC)cc1	i	1.3	4%	21µM*	1.2	36µM*	-9.5%	0.7%	3%	5%
CC(Oc1ccc(-c2ccccc2)c(F)c1)c1ccn(S(=O)(=O)c2cccc3ccccc23)n1 (stereo not drawn)	i	0.6	1%	5%	1	6%	-2.5%	1.5%	2%	8%
CC(=O)N1N=C(c2ccccc2)OC1c1cccnc1 (stereo not drawn)	i	0.3	-2%	2%	1	0%	-4.2%	1.5%	-4%	-10%
O=[N+]([O-])c1cccc(-c2cc3cccc[n+]3cc2-c2cccc([N+](=O)[O-])c2)c1	i	0.4	-6%	11%	1.1	1%	1.2%	10%	-3%	-3%
CC(C)OC(=O)/C(=C\c1cccnc1)NC(=O)c1ccccc1	i	0.9	1%	3%	1	9%	-4.7%	-0.6%	-5%	-3%
Cn1nnnc1N=N/C(=N/Nc1ccccc1)c1ccccc1	?	.	.	2%	.	-2%	.	.	.	-1%
COC(CNC(=O)CNC(=S)N(Cc1ccccc1)Cc1cccs1)OC	i	0.7	-4%	4%	1.2	5%	-3.7%	-1.0%	-3%	0%
CCOc1cc(/C=C2/SC(=Nc3ccccc3)N(Cc3cccnc3)C2=O)ccc1OCC#N	i	0.7	2%	-7%	1.1	6%	-4.7%	-1.4%	8%	5%
Cc1cc(C)n(Cc2ccc(C(=O)O)o2)n1	i	1.0	-9%	-2%	1.1	9%	-5.9%	0.7%	-4%	-2%

Taken from above.
Reading for `CC(=O)N1N=C(c2ccccc2)OC1c1cccnc1` (stereo not drawn) in human PMI inhibition: -4%
Reading for `Cn1nnnc1N=N/C(=N/Nc1ccccc1)c1ccccc1` in M17LAP inhibition: 2%
Reading for `Cc1cc(C)n(Cc2ccc(C(=O)O)o2)n1` in human PMI inhibition: -4%

The list continues.
SMILES	Myeloid diff 2	Myeloid diff 2 GFP+ MAC1+ %	PMI inhibition	M17LAP inhibition	TNAP activators	M1AAP inhibition	XIAP antagonists	ER stress rescue	human PMI inhibition	LYP inhibition
CCOc1ccc(C(OC(=O)c2ccco2)C(=O)NCc2ccc(C)cc2)cc1 (stereo not drawn)	i	1.1	17%	4%	1.1	1%	-3.7%	-1.3%	12%	-5%
Cc1ccc(CCNS(=O)(=O)c2cnc[nH]2)cc1	i	0.4	11%	-3%	1	1%	0.2%	0.1%	13%	0%
CC(C)COc1ccc(C(=O)OCCN2CCOCC2)c(O)c1	i	0.4	-11%	4%	1.1	4%	-4.8%	0.0%	-5%	-4%
CC(NC(=O)COC(=O)[C@@H]1CCCN1S(=O)(=O)c1ccccc1F)C12CC3CC(CC(C3)C1)C2 (stereo partly drawn)	i	1.2	-2%	-8%	0.8	3%	-6.4%	-2.8%	3%	5%
CCCCCCN(C(=O)CCCCCN1C(=O)NC(c2ccc(-c3ccccc3)cc2)C(C(=O)OCc2ccccc2)=C1C)C(C(=O)NCCCC)c1ccc(O)cc1 (stereo not drawn)	.	.	8%	0%	1.1	7%	-9.9%	-4.4%	5%	0%
CN1OC(c2ccccc2)=C(CO)C1c1ccccc1 (stereo not drawn)	i	0.5	-1%	8%	1	3%	-5.3%	-0.7%	-2%	3%
O=C(Oc1ccccc1N1CCOCC1)c1sccc1Br	i	0.4	.	8%	.	9%	.	.	.	-8%
CCNC(=S)Nc1nc2c(cc1C(=O)OCC)CCCC2	i	0.8	-4%	6%	1	-4%	-8.5%	2.4%	3%	-1%
COc1ccc(C(=O)C2CCCN(C(=O)CCc3scnc3C)C2)c(C)c1 (stereo not drawn)	i	0.3	-3%	2%	1	9%	-4.8%	1.4%	-5%	-3%
O=C(CC1NCCNC1=O)Nc1ccccc1 (stereo not drawn)	i	0.2	-7%	-4%	1.1	0%	-1.1%	-0.1%	0%	-8%
Clc1ccc(-c2cc(COc3ccc4ccccc4c3)no2)cc1	i	2.6	4%	-3%	1	-4%	-7.3%	-0.5%	3%	0%
Cc1ccc([N+](=O)[O-])cc1NC(=O)Nc1cccc(F)c1	i	0.4	.	-1%	.	6%	.	.	.	-2%
Cc1ccc(NC(=S)N(CCN2CCCCC2)Cc2ccco2)cc1	i	0.5	7%	0%	1	6%	-3.3%	1.1%	4%	-8%
Cc1ccc(-c2cc(C(=O)N/N=C/C(Br)=C/c3ccccc3)n[nH]2)o1	i	0.3	7%	-8%	2	9%	-4.8%	-1.2%	3%	10%

Screening data deposited in PubChem by several laboratories.
